# Compound activity (PubChem)
# MPTP block = inhibitors of mitochondrial permeability transition pore | isolated mouse mitochondria, Ca2+ swelling absorbance, 30 min | inhibition, % at 10 µM | actives 1.4% (n = 360,000);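 active = inhibition of 50% or more, scaled per plate between neutral and stimulator controls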;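 also: 0% = DMSO wells given calcium and 100% = 1 mM EGTA wells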
# APOBEC3G inh = APOBEC3G (human) deaminase inhibition; Q9HC16; recombinant A3G, ssDNA deamination FAM/TAMRA fluorescence; inhibition, % at 20 µM; actives 0.28% (n = 330,000); AID 493012;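 active = inhibition of at least 40% at 20 µM, with no more than 30% in the related APOBEC3A deaminase screen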;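 also: plate controls were DMSO wells with A3G for no effect and wells lacking A3G enzyme for full effect; some compounds called inactive have numbers as strong as hits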
# NR3A LBD binder = modulators (binders) of human NR3A ligand-binding domain | actives 2.5% (n = 340,000) | NR3A LBD differential scanning fluorimetry, Tm shift; 0% = protein alone, 100% = glycine-bound protein | Tm shift relative to glycine control, % at 25 µM | AID 1259313;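 active = melting temperature shift of at least 10% of the positive control shift, at one fixed dose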
# mIAP inh = blocks mouse intestinal alkaline phosphatase; purified mouse IAP, CDP-Star luminescence, 30 min; inhibition, % at 10 µM; actives 0.2% (n = 330,000);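 active = inhibition of at least 40% at 10 µM in the primary screen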;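 also: plate controls were DMSO with enzyme for no effect and no enzyme wells for full effect; values of inactives mirror those of a sister screen read the other way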
# hIAP activ = increases human intestinal alkaline phosphatase activity; P09923; actives 0.16% (n = 330,000); purified human IAP, CDP-Star luminescence, 30 min; active compounds read high; 1 = vehicle-only enzyme, 0 = enzyme-free background; activation factor at 10 µM;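 active = activation factor of the enzyme at least 2-fold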; also: the source names both 10 and 20 µM as test concentration; values of inactives mirror those of a sister screen read the other way
# Target sequence (P09923 whole entry, looked up): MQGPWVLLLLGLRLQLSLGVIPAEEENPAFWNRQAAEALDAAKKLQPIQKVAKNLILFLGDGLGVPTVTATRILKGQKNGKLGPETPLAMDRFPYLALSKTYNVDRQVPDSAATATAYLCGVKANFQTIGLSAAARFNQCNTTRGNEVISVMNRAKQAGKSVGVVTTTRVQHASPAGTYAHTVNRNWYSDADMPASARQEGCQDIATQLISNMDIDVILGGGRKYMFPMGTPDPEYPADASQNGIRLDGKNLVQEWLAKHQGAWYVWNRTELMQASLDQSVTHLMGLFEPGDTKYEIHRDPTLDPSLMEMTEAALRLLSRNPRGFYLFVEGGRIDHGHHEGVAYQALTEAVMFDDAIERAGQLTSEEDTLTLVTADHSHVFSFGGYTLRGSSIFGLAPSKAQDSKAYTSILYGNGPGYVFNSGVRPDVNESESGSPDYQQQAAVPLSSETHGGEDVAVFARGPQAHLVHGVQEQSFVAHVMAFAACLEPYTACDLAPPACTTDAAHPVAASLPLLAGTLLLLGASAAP
# A3A deaminase = inhibitors of human APOBEC3A DNA deaminase | P31941 | recombinant A3A, FAM/TAMRA ssDNA deamination fluorescence | actives 0.41% (n = 330,000) | inhibition, % at 20 µM;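 active = at least 40% inhibition at 20 µM here, with at most 30% in a related deaminase screen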;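 also: plate controls were A3A with DMSO for no effect and wells lacking A3A enzyme for full effect; some results filed as inactive read as strong as hits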
# Target sequence (P31941 whole entry, looked up): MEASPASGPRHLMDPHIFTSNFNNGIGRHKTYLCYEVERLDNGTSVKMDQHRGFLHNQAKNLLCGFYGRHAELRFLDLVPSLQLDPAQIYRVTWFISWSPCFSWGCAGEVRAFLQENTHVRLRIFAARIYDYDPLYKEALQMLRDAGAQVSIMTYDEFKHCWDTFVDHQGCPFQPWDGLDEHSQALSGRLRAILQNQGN
# hIAP inh = blocks human intestinal alkaline phosphatase; P09923; purified IAP, CDP-Star luminescence, 30 min; inhibition, % at 10 µM; actives 0.12% (n = 330,000);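 active = inhibition reaching a set limit with compound at 10 µM in the primary screen, cut at about 35% in these data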;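 also: plate controls were DMSO wells with enzyme for no effect and no-enzyme buffer wells for full effect; values of inactives mirror those of a sister screen read the other way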
# beta cell repl = induces beta-cell replication in MIN6 cells. MIN6 cells proliferation, ATPlite luminescence, 48 h; cells starved in 0.2% serum; 100% = growth in 10% serum. proliferation, % at 10 µM. actives 0.29% (n = 330,000);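 active = compounds whose signal lies at least 3.5 SD above the mean of all wells on their plate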;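 also: 0% = DMSO-treated cells in low-serum medium and 100% = 10% serum control; some compounds called inactive have numbers as strong as hits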
# mIAP act = increases mouse intestinal alkaline phosphatase activity | muIAP, CDP-Star luminescence, 30 min; active compounds read high; 1 = vehicle-only enzyme signal, 0 = enzyme-free wells | activation factor at 10 µM | actives 0.24% (n = 330,000) | AID 2805;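 active = activation factor of at least 2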; also: the source names both 10 and 20 µM as test concentration; values of inactives mirror those of a sister screen read the other way
#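 also added = chemiluminescent substrate CDP-Star | test system = mouse IAP enzyme | signal = chemiluminescence readout | compound = DMSO-dissolved test compounds | incubation = 30 min at room temperature | benchmarks = DMSO wells, no-enzyme wells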
# Starred values were filed as active, the others as inactive; & = joins results of further samples.
SMILES,MPTP block,APOBEC3G inh,NR3A LBD binder,mIAP inh,hIAP activ,A3A deaminase,hIAP inh,beta cell repl,mIAP act
Cc1ccc(C2=N/C(=C\c3cccs3)C(=O)N2Nc2ccccc2)cc1,2.0,-4,-10,6,0.97,2,3,-3,0.94
Cc1nnc(SCC(=O)c2ccccc2F)n1Cc1ccccc1,1.1,-4,-1,-6,0.98,-2,2,-1,1.1
COc1ccc(-c2onc(C)c2-c2cscn2)c(O)c1,-2.1,-10,0,-4,1,1,-3,-3,1
Cc1cc(C)c(NC(=O)CN2CCN3CCCC3C2)c(C)c1 (stereo unspecified),0.2&0.8,-7,-3&0,1,0.98,-3,2,-1,0.99
CN1CCN(c2ccccc2NC(=O)c2ccc(N3CCCCC3)c([N+](=O)[O-])c2)CC1,0.2,-9,-1,15,0.84,-1,16,-2,0.85
Cc1ccc(Cl)cc1N(CC(=O)NC1CCCCC1)S(C)(=O)=O,0.0,-3,0,-11,1.1,-2,-12,-1,1.1
Cc1nc(N(C)C)c2sc(=S)n(Cc3ccccc3)c2n1,4.3,-3,-19,-1,0.92,-5,8,-3,1
COc1ccc(OC)c(Cc2nnc(CCC(=O)NC3CCCCCCC3)o2)c1,-0.2,-6,0,-10,1.1,0,-5,-2,1.1
O=C(O)Cc1nn(Cc2ccc(Cl)cc2)c(=O)c2ccccc12,-0.2,1,1,-1,1.1,2,-9,-4,1
Cc1c(C(=O)NCc2cccnc2)oc2c1C(=O)CC(C)(C)C2,-0.7,-8,-1,10,0.96,-1,4,-1,0.9
O=C(Nc1ccccc1)N1CCN(c2nc3ccccc3s2)CC1,1.4,-9,-1,-5,1,-2,-2,-1,1
COc1cc(OC)cc(C(=O)NC(C(=O)N2CCc3ccccc3C2)C(C)C)c1 (stereo unspecified),0.8,-2,0,-4,1.1,-2,-14,0,1
COc1ccc(OCC2CCNCC2)cc1,4.7,1,-1,0,0.88,7,12,-4,1
Cc1cc(C(=O)N2CCN(c3ccc([N+](=O)[O-])cc3)CC2)n[nH]1,0.7,-1,-1,3,0.67,1,34,-1,0.97
c1nc(C2CCCCC2)cc2cc3c(cc12)OCO3,0.0,-9,-1,-13,1.1,-3,-10,-3,1.1
Cc1nn(CC(=O)NC2CCCC2)c(C)c1[N+](=O)[O-],-1.2,-8,0,-2,1,-1,-2,-4,1
CC(C)N1CC(C(=O)Nc2ccccc2)CC1=O (stereo unspecified),-1.3,3,-2,-2,1.2,2,-15,0,1
O=C(COc1cccc(Oc2ccccc2)c1)Nc1ccc(SC(F)F)cc1,14,-10,1,-58,0.9,-4,10,-4,1.6
Cc1noc(C)c1CSc1ccccc1C(=O)OC(C)C(N)=O (stereo unspecified),-2.0,6,-2,1,1.1,0,-13,-3,0.99
CNCC(O)c1ccc(OC(=O)C(C)(C)C)c(OC(=O)C(C)(C)C)c1 (stereo unspecified),12,-5,-1,4,0.84,-4,16,-8,0.96
N#C/C(=C\c1cc(Cl)ccc1O)C(=O)NC1CCCCC1,0.4,0,-5,-7,1.2,-2,-20,-1,1.1
C=CCn1c(N)c(-c2nc3ccccc3n2C)sc1=S,0.3,-3,1,6,0.79,-2,21,3,0.94
CC(=O)c1sc(NC(=O)CCNC(=O)c2ccco2)nc1-c1ccccc1,-0.3,-4,-2,-5,1.1,12,-11,-5,1.1
O=[N+]([O-])c1ccc(O)c(/C=N/NC(=S)Nc2ccc(Cl)cc2Cl)c1,96*,-4,4,32,1.2,1,-17,-6,0.68
Cc1c(C(=O)OCC(=O)NC2CC2)oc2ccc(Br)cc12,0.2,-6,-4,0,1.2,2,-15,-3,1
O=C(Nc1ccc([N+](=O)[O-])cn1)c1ccc(Br)o1,0.2,-4,1,2,0.89,-2,11,0,0.98
S=c1[nH]nc(Cc2ccc(Cl)cc2)n1-c1ccc2c(c1)OCCO2,-2.6,2,0,2,1.3,-2,-32,0,0.98
Cc1cc(OCC(=O)NCCCN(C)C)cc(C)c1Br,3.7,-9,0,-2,1.2,-2,-18,3,1
Cc1ccc(OCC(=O)Nc2cccc(C)n2)c(C)c1,0.7,-5,0,1,1.1,-5,-6,0,0.99
O=[N+]([O-])c1ccc(S(=O)(=O)Nc2ccc3c(c2)OCCO3)cc1,-2.3,-6,1,-10,1.2,-3,-18,-4,1.1

# Quoted from the listing:
# Cc1cc(OCC(=O)NCCCN(C)C)cc(C)c1Br in APOBEC3G inh shows -9
# O=C(Nc1ccc([N+](=O)[O-])cn1)c1ccc(Br)o1 in NR3A LBD binder shows 1
# O=[N+]([O-])c1ccc(O)c(/C=N/NC(=S)Nc2ccc(Cl)cc2Cl)c1 in hIAP activ shows 1.2

# Next section:
SMILES,MPTP block,APOBEC3G inh,NR3A LBD binder,mIAP inh,hIAP activ,A3A deaminase,hIAP inh,beta cell repl,mIAP act
O=C(O)c1cccnc1Sc1ccc(Br)cc1,-1.4,-3,-1,15,1,-3,-1,-4,0.85
O=C(c1ccccc1)c1cnc(Nc2ccc(Cl)c(Cl)c2)s1,62*,-8,29*,16,1.1,-1,-6,-1,0.84
c1ccc(C2(c3ccccc3)OCC(Cn3cncn3)O2)cc1 (stereo unspecified),-0.6,-4,0,0,0.97,0,3,1,1
O=C(COc1ccc(Cl)cc1Cl)NCc1ccco1,0.8,2,1,-8,1.1,2,-11,-2,1.1
O=C1NCCN1CCNS(=O)(=O)c1cc(C(F)(F)F)cc(C(F)(F)F)c1,-1.1,-6,-1,1,1,1,-2,-2,0.99
O=C(c1cnn2c(C(F)F)cc(C3CC3)nc12)N1CCc2ccccc2C1,-0.8,-5,0,1,1.1,-1,-11,2,0.99
Cc1cccc2[nH]c(SCC(=O)O)nc12,-1.1,2,0,2,1.2,1,-16,-2,0.98
CC(=O)c1cccc(NC(=O)c2cc(C)no2)c1,-3.2,-8,0,1,0.89,-2,11,-2,0.99
Cc1cc(C)cc(OCC(=O)NNC(=S)NC(=O)C2CC2)c1,0.5,37,1,8,1.8,-3,-78,-3,0.92
COc1cc(/C=C/c2cc[n+](C)cc2)ccc1OCC(=O)Nc1ccc(Cl)c(Cl)c1,-1.5,13,-10,12,0.81,81*,19,-3,0.88
CC(C)c1ccc(NC(=S)NCc2ccc3c(c2)OCO3)cc1,22,-6,1,-152,1.1,-4,-8,-7,2.5*
Cc1ccc(OCC(O)CN2CCOCC2)cc1 (stereo unspecified),0.1,-5,2,-13,1.1,-3,-6,1,1.1
CN(C)CCN1C(=O)c2oc3ccc(F)cc3c(=O)c2C1c1ccncc1 (stereo unspecified),1.6,0,-3,9,0.98,0,2,-2,0.91
Cc1cccc(OCC(=O)NCC(=O)N/N=C/c2c(C)[nH]c3ccccc23)c1,0.7,-2,-7,-13,1.1,-10,-14,-3,1.1
CCN(c1cccc(C(F)(F)F)c1)S(=O)(=O)c1ccc2c(c1)CCN2C(=O)C1CC1,62*,-5,1,1,1,-2,-5,-2,0.99

# At a glance, some entries already given.
SMILES,MPTP block,APOBEC3G inh,NR3A LBD binder,mIAP inh,hIAP activ,A3A deaminase,hIAP inh,beta cell repl,mIAP act
O=C(O)c1cccnc1Sc1ccc(Br)cc1,-1.4,-3,-1,15,1,-3,-1,-4,0.85
O=C(c1ccccc1)c1cnc(Nc2ccc(Cl)c(Cl)c2)s1,62*,-8,29*,16,1.1,-1,-6,-1,0.84

# Other results:
SMILES,MPTP block,APOBEC3G inh,NR3A LBD binder,mIAP inh,hIAP activ,A3A deaminase,hIAP inh,beta cell repl,mIAP act
CC(C)(C)c1nnc(NC(=O)CN2C(=O)C3C4C=CC(C4)C3C2=O)s1 (stereo unspecified),2.0,-1,-1,-3,0.88,2,12,-2,1
S=c1[nH]nc(-c2ccco2)n1/N=C/c1cccs1,-0.1,62*,0,5,0.9,-1,10,0,0.95
COc1ccccc1NC(=O)Cc1c(F)cccc1Cl,0.6,1,-1,0,1.1,1,-5,0,0.99
CN(C(=O)COC(=O)/C=C/c1ccc(C(F)(F)F)cc1)c1c(N)n(Cc2ccccc2)c(=O)[nH]c1=O,2.9,3,-2,-2,1.2,11,-16,-4,1
Nc1nc(-c2cccs2)c(-c2cccs2)s1,0.6,-5,-1,4,0.85,-2,15,-3,0.96
Cc1cn([C@H](C(=O)NCCCCCCCCCCC(=O)N2CCNCC2)[C@@H](C)O)nn1,-0.4,-6,2,-11,0.99,-1,0,-1,1.1
C(#CCN1CCC(Cc2ccccc2)CC1)COCCOCc1ccccc1,6.8,-8,1,-1,0.95,0,5,-5,1
CCC(=O)Nc1nnc(CSCc2ccccc2)s1,0.7,-5,2,-6,0.98,-4,2,0,1.1
COc1ccc(-n2c(C)cc(C(=O)CSc3ccc(NC(C)=O)cc3)c2C)cc1,2.1,-2,-9,0,0.86,-4,14,-2,1
Cc1cc2c(cc1S(=O)(=O)N1CCN(c3cccc(C)c3C)CC1)OCC(=O)N2,3.2,-8,-4,12,1,-6,0,-3,0.88
CSCCC(NC(=O)c1ccccc1Br)C(=O)N1CCCC(C(F)(F)F)C1 (stereo unspecified),0.1,-5,2,8,1.1,0,-7,-1,0.93
COC(=O)C(CC(=O)c1ccc(Cl)cc1)c1ccc(C)cc1 (stereo unspecified),-0.5,-8,15*,1,0.95,-3,5,-2,0.99
O=C1/C(=C\c2ccsc2)NC(=S)N1c1ccccc1,3.2,-8,-3,12,0.95,-2,5,0,0.88
O=C1CC(C(=O)Nc2ccccc2)C2(CCCCC2)O1 (stereo unspecified),-1.4,-7,-1,4,0.91,-2,9,0,0.96
CS(=O)(=O)N(Cc1ccccc1)c1ccc(C(=O)NCc2cccnc2)cc1,-1.2,-3,2,-9,1,-2,-2,4,1.1

# Brought forward from above: 4 entries, followed by the next part.
SMILES,MPTP block,APOBEC3G inh,NR3A LBD binder,mIAP inh,hIAP activ,A3A deaminase,hIAP inh,beta cell repl,mIAP act
COC(=O)C(CC(=O)c1ccc(Cl)cc1)c1ccc(C)cc1 (stereo unspecified),-0.5,-8,15*,1,0.95,-3,5,-2,0.99
O=C1/C(=C\c2ccsc2)NC(=S)N1c1ccccc1,3.2,-8,-3,12,0.95,-2,5,0,0.88
O=C1CC(C(=O)Nc2ccccc2)C2(CCCCC2)O1 (stereo unspecified),-1.4,-7,-1,4,0.91,-2,9,0,0.96
CS(=O)(=O)N(Cc1ccccc1)c1ccc(C(=O)NCc2cccnc2)cc1,-1.2,-3,2,-9,1,-2,-2,4,1.1
COc1ccc(-c2noc(N3CCCC(C(=O)Nc4cc(F)ccc4F)C3)n2)cc1 (stereo unspecified),-1.0,-9,-1,-2,1,-4,-2,-3,1
COc1ccc(OC)c(C(=O)COC(=O)c2[nH]c(C)c(C(C)=O)c2C)c1,-1.7,-11,4,10,1.1,-3,-13,-3,0.9
COc1ccc(S(=O)(=O)NCCCCCC(=O)NCCCN2CCOCC2)cc1,-0.8,-7,-2,1,0.89,-8,11,-1,0.99
COC(=O)C(Cc1ccc(O)cc1)NC(=O)C1CCN(S(=O)(=O)c2ccc(C)cc2)CC1 (stereo unspecified),-0.9,-8,-1,7,0.98,-2,2,-1,0.93
